Assay outcomes from PubChem.
Rev-erbA mod – modulators of Rev-erb alpha DNA binding, primary screen, biochemical, FITC-DNA, fluorescence polarization, uHTS; Nuclear receptor subfamily 1 group D member 1 (Homo sapiens), P20393; Rev-erbα–FITC-DNA binding, 90 min; activity, % at 10 µM; 370,000 compounds, 0.79% hits; AID 1259318, 2017;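 active = activity above about 14%, limit read from the data; passing the limit was not always enough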;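 also: 0% = DMSO wells with 35 nM protein and 100% = DMSO wells with 750 nM protein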
PLCb3 inh – human PLC-beta3 inhibitors, primary screen, biochemical, fluorescence; 1-phosphatidylinositol 4,5-bisphosphate phosphodiesterase beta-3 (Homo sapiens), Q01970; 370,000 compounds, 0.18% hits; inhibition, % at 12.2 µM; AID 720704, 2013; Purified PLC-beta3, fluorogenic substrate; in the data active = inhibition above about 11%;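 also: 0% = median of compound wells on plate and 100% = full blocker control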
hgDAF12 agonist – H. glycines DAF-12 receptor agonists, primary screen, cell-based, luminescence, HEK293, GAL4 fusion, UAS-luciferase; 370,000 compounds, 1.8% hits; HEK293 GAL4-hgDAF12 UAS-luciferase reporter, agonist luminescence; normalized to butyrate control; AID 687014, 2013; activation, % at 6.8 µM;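 active = activation above a cutoff set at the mean of all screened compounds plus 3 SD, cut at about 10% in these data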;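 also: 0% = DMSO wells and 100% = sodium butyrate wells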
DAX1 inh-1 – DAX1 (NR0B1) inhibitors, primary screen, cell-based, HEK293, Gal4-DAX1, luciferase luminescence | Nuclear receptor subfamily 0 group B member 1 (Homo sapiens), P51843 | HEK293 Gal4-DAX1 luciferase reporter | inhibition, % at 6.75 µM | 340,000 compounds, 0.99% hits | AID 504766, 2011;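 active = inhibition above the mean over all tested compounds plus 3 SD, cut at about 4.2% in these data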;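 also: 0% = DAX1-transfected cells with DMSO and 100% = empty-vector control cells with DMSO; inhibition shows as a rise in luminescence from relieved DAX1 repression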
Target sequence (P51843 207-470 limits assumed): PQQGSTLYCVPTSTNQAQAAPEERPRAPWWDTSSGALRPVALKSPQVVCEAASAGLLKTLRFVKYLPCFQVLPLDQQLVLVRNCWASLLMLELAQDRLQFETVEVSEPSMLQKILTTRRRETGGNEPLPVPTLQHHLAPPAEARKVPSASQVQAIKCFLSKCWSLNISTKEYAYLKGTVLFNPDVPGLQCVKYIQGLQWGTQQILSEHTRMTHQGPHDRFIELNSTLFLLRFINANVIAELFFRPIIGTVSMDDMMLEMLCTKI
HGIII-sPLA2 inh – human group III sPLA2 inhibitors, primary screen, biochemical, QFRET, BODIPY PC-A2 liposome substrate; QFRET BODIPY PC-A2 liposome hydrolysis, fluorescence; inhibition, % at 12.2 µM; 370,000 compounds, 0.56% hits; AID 743126, 2013;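 active = inhibition above mean plus 3 SD of compounds lying within the high and low control bounds, cut at about 19% in these data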;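 also: 0% = median of test compound wells and 100% = no enzyme DMSO wells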
Target sequence (Q9NZ20 whole entry, looked up): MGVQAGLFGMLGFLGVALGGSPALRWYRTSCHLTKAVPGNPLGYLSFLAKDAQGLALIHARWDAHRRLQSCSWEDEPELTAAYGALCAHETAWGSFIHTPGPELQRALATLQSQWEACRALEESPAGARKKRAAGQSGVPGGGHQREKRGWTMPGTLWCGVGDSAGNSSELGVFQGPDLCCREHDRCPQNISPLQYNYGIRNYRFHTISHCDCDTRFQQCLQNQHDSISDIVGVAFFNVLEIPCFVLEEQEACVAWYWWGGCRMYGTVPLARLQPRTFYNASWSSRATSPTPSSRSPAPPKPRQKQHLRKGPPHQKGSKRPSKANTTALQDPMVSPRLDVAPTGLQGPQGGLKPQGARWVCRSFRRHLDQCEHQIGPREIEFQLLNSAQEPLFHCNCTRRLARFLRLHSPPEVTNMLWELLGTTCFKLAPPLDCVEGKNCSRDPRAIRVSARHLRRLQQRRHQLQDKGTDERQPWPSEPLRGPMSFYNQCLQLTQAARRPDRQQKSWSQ
hcDAF-12 act – H. contortus DAF-12 nuclear receptor activators, primary screen, cell-based, luminescence, HEK293, lit1-tk-luc reporter. AID 652067, 2013. HEK293 hcDAF-12 lit1-tk-luc reporter; 0% DMSO, 100% Δ7-dafachronic acid. 370,000 compounds, 1.4% hits. activation, % at 6.8 µM;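 active = activation above the mean of all tested compounds plus 3 SD, cut at about 5.5% in these data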;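 also: 100% = response to 3 µM Δ7-dafachronic acid high control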
ssDAF12 agonist – S. stercoralis DAF-12 nuclear receptor activators, primary screen, cell-based, luminescence, HEK293, GRIP1 co-expression, lit1-tk-luc; Nuclear hormone receptor DAF-12 (Strongyloides stercoralis); HEK293 ssDAF-12/GRIP1 lit1-tk-luc reporter; % of 3 µM dafachronic acid response; activation, % at 6.8 µM; 370,000 compounds, 1% hits; AID 652126, 2013;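 active = activation above the mean over all tested compounds plus 3 SD, cut at about 0.9% in these data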;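 also: 0% = DMSO-only wells and 100% = 3 µM delta7-dafachronic acid wells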
PG9 Ab binder – binders of HIV-1 gp120 antibody PG9, primary screen, biochemical, TR-FRET; HIV-1 gp120 / PG9 antibody interaction; TR-FRET gp120-PG9 antibody binding; 360,000 compounds, 0.43% hits; inhibition, % at 6.7 µM; in the data active = inhibition above about 8.5%
FXN GAA850 act – FXN promoter activators, primary screen, cell-based, luciferase luminescence, HEK293 lucGAA850. AID 540364, 2011. 360,000 compounds, 0.56% hits. activation, % at 6 µM. HEK293 lucGAA850 FXN promoter luciferase reporter, 24 h; percent of 10 µM SAHA response;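 active = activation above the average of all compounds screened plus 3 SD, cutoff fixed separately per campaign, cut at about 7.5% in these data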;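 also: 0% = DMSO wells and 100% = 10 µM SAHA wells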
DAX1 inh-2 – DAX1 (NR0B1) inhibitors on StAR promoter, primary screen, cell-based, luminescence, SF-1 (NR5A1), full-length DAX-1. HEK293T StAR-luciferase reporter, SF-1/DAX-1 repression relief. inhibition, % at 6.8 µM. 370,000 compounds, 1.1% hits. AID 652010, 2013;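 active = inhibition above the mean over all tested compounds plus 3 SD, cut at about 3.6% in these data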;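 also: 0% = DAX-1 cells with DMSO and 100% = cells lacking DAX-1 with DMSO; higher inhibition means more luminescence from relief of DAX-1 repression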
SMARCA2 act – SMARCA2 (BRM) function activators, primary screen, cell-based, luminescence, high throughput | MG213 cells, MMTV-luciferase reporter, dexamethasone, overnight | activation, % at 9.1 µM | 370,000 compounds, 1% hits; in the data active = activation above about 7.8%;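 also: 0% = vehicle wells and 100% = reference activator wells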
The depositor's hits bear a star; x = no result given.

SMILES	Rev-erbA mod	PLCb3 inh	hgDAF12 agonist	DAX1 inh-1	HGIII-sPLA2 inh	hcDAF-12 act	ssDAF12 agonist	PG9 Ab binder	FXN GAA850 act	DAX1 inh-2	SMARCA2 act
O=C(NCc1ccc(F)cc1)c1cc(-c2ccccn2)nc2ccc(S(=O)(=O)N3CCOCC3)cc12	18*	-5	0.0	1.9	2	1.3	-1.4	0.5	-0.8	1.7	-6
O=C(c1ccc(Cl)cc1)C1CCCN(C(=O)/C=C/c2ccccn2)C1 (stereo unspecified)	7	-8	-3.3	-1.0	6	-0.9	-2.0	-1.9	0.9	-0.7	-2
CSc1nc2ccc(NC(=O)c3cccs3)cc2s1	-4	-21	11*	-0.9	-4	3.5	-0.9	0.6	0.9	3.4	2
Cc1ccc(C2=Nc3c(ccc4ccccc34)C(c3ccncc3)=NN2)cc1	4	-3	4.3	-1.4	-32	5.3	1.3*	-2.1	0.7	-0.2	1
CSc1ccccc1OCc1cc(C(=O)N2C[C@H]3CC[C@H]2C3)no1	0	-2	7.1	-0.2	-9	1.3	-0.3	-0.5	1.3	1.8	4
Cc1ccc(NC2(C#N)CCCC2)cc1	-5	-2	1.3	2.9	14	0.5	-0.5	1.0	0.1	-0.9	-4
Cc1nc(-c2cccc(S(=O)(=O)N3CCCCCC3)c2)cs1	1	3	-0.6	-0.1	-1	-1.6	-1.3	-0.5	-1.9	-0.3	0
CCCOc1ccc(Cc2c(Cl)nc(SC)nc2NC)cc1	1	1	-5.7	-5.2	-4	-3.9	-2.9	-2.0	0.6	-1.7	-3
Cc1ccc(C(C(=O)NCC2CCCO2)N(C(=O)c2snc(C(N)=O)c2N)c2ccc(C(C)C)cc2)o1 (stereo unspecified)	-2	-170	-0.1	-1.3	-17	-1.8	-0.3	0.5	-0.9	-0.2	2
O=C(Nc1ccc(N2CCCC2)cc1)c1cc(Cl)ccc1Cl	10	-17	1.7	0.0	0	1.1	0.3	-1.0	1.3	0.6	-1
CCOCCn1c(C(C)O)nc2ccccc21 (stereo unspecified)	-2	4	-1.0	1.5	4	-0.6	-1.1	-1.9	-0.9	1.1	0
O=C(N/N=C/c1cccc(Oc2ccccc2)c1)c1ccc(O)cc1O	0	-106	2.7	0.4	-19	0.6	-0.5	-1.6	-0.1	2.3	2

Complete entries, looked up by structure.
CSc1ccccc1OCc1cc(C(=O)N2C[C@H]3CC[C@H]2C3)no1 is entered as Rev-erbA mod = 0; PLCb3 inh = -2; hgDAF12 agonist = 7.1; DAX1 inh-1 = -0.2; HGIII-sPLA2 inh = -9; hcDAF-12 act = 1.3; ssDAF12 agonist = -0.3; PG9 Ab binder = -0.5; FXN GAA850 act = 1.3; DAX1 inh-2 = 1.8; SMARCA2 act = 4
Cc1ccc(C2=Nc3c(ccc4ccccc34)C(c3ccncc3)=NN2)cc1 is entered as Rev-erbA mod = 4; PLCb3 inh = -3; hgDAF12 agonist = 4.3; DAX1 inh-1 = -1.4; HGIII-sPLA2 inh = -32; hcDAF-12 act = 5.3; ssDAF12 agonist = 1.3*; PG9 Ab binder = -2.1; FXN GAA850 act = 0.7; DAX1 inh-2 = -0.2; SMARCA2 act = 1

Additional entries.
SMILES	Rev-erbA mod	PLCb3 inh	hgDAF12 agonist	DAX1 inh-1	HGIII-sPLA2 inh	hcDAF-12 act	ssDAF12 agonist	PG9 Ab binder	FXN GAA850 act	DAX1 inh-2	SMARCA2 act
Cc1cc(C)n(C(=O)CCC2COc3ccccc3O2)n1 (stereo unspecified)	4	-4	-1.1	0.8	4	1.3	-1.1	-0.8	0.0	-0.4	1
CC(=O)c1ccc(OC(C)c2nc3ccccc3s2)cc1 (stereo unspecified)	-3	-8	4.6	1.6	-10	7.7*	1.0*	2.5	3.3	0.3	0
CCN1C[C@@H]2[C@@H]3C(=O)N(C)C(=O)[C@@H]3[C@](Cc3ccccc3)(C1=O)N2C(=O)c1ccc(C)cc1	-2	-2	1.1	2.1	-3	0.8	0.0	-1.5	-0.1	-0.3	1
c1ccc(Nc2ccc3c4c(cccc24)CC3)cc1	14	-161	1.0	0.7	-4	3.5	-0.8	-1.9	-0.2	1.0	-1
Cn1c(=O)c2[nH]c(NN=Cc3cccc(Br)c3)nc2n(C)c1=O	1	-63	-4.5	-0.9	4	-0.4	-1.4	-5.0	-3.6	-0.5	0
CC(=O)OCC1OC(n2ccc3ccccc32)C(OC(C)=O)C(OC(C)=O)C1OC(C)=O (stereo unspecified)	0	0	-1.3	-0.5	3	-1.4	-1.1	1.0	0.8	0.7	2
Cc1cc(Cc2cc(C)c(N)cc2C)c(C)cc1N	2	-1	3.6	-0.3	2	-1.2	-1.5	-1.2	1.5	0.4	-1
CC1CCC/C(=C\c2ccc(O)cc2)C1=O (stereo unspecified)	0	-4	1.5	0.6	-9	-0.2	-0.9	-0.8	-0.4	0.6	-1
O=C(NC1CCCCC1)C1CCN(S(=O)(=O)N2CCCCCC2)CC1	-2	0	-1.1	0.7	1	-1.0	-1.5	-0.1	-4.5	0.0	3
O=c1cc(N2CCc3ccccc3C2)[nH]c(=O)n1C1CCCCC1	-4	6	-1.6	0.8	-8	-0.5	-1.4	0.8	0.6	0.1	-1
NNC(=S)Nc1ccc(C(F)(F)F)cc1Cl	-3	-7	6.8	2.0	13	1.1	-1.1	0.4	-0.3	-0.2	-1
CCC(=O)NC(Nc1nc2ccc(C)cc2s1)(C(=O)OC)C(F)(F)F (stereo unspecified)	-3	1	0.0	0.5	-1	0.5	-1.1	-0.8	-0.5	-0.2	-7

In the list so far, 2 have two or more sulfur atoms:
SMILES	Rev-erbA mod	PLCb3 inh	hgDAF12 agonist	DAX1 inh-1	HGIII-sPLA2 inh	hcDAF-12 act	ssDAF12 agonist	PG9 Ab binder	FXN GAA850 act	DAX1 inh-2	SMARCA2 act
CSc1nc2ccc(NC(=O)c3cccs3)cc2s1	-4	-21	11*	-0.9	-4	3.5	-0.9	0.6	0.9	3.4	2
Cc1nc(-c2cccc(S(=O)(=O)N3CCCCCC3)c2)cs1	1	3	-0.6	-0.1	-1	-1.6	-1.3	-0.5	-1.9	-0.3	0

The list continues.
SMILES	Rev-erbA mod	PLCb3 inh	hgDAF12 agonist	DAX1 inh-1	HGIII-sPLA2 inh	hcDAF-12 act	ssDAF12 agonist	PG9 Ab binder	FXN GAA850 act	DAX1 inh-2	SMARCA2 act
Brc1ccc(-c2noc(-c3ccccn3)n2)o1	1	-7	20*	1.8	-2	10*	1.4*	-1.2	2.3	1.8	3
Cc1ccc2ccc3cccnc3c2n1	3	-2	-3.0	-3.6	8	3.4	-1.7	-0.1	-4.4	-1.9	-1
CCC(=O)NC(=S)Nc1ccc(-c2nc3ccc(C)cc3s2)cc1	3	-9	17*	-0.2	19*	1.1	-0.8	-0.7	5.6	1.8	2
CCCCN(C)CCCNC(=O)CN1N=C(c2ccc(Cl)cc2)CCC1=O	1	-6	-1.6	0.3	4	-0.7	-1.5	-2.0	-0.9	0.1	3
CCOC(=O)N1CCN(C(=O)c2ccc3c(SCC(=O)O)c4c(nc3c2)CCC4)CC1	0	2	-2.8	0.5	-6	-1.0	-1.1	-2.2	-0.7	-0.7	-1
C[C@H](NC(=O)[C@@H]1Cc2ccccc2CN1C(=O)OC(C)(C)C)C(=O)NC1CCCCC1	-6	-4	-2.2	0.0	7	-2.2	-0.9	0.3	-1.1	0.0	-3
COC(=O)c1ccc(OCC(=O)c2ccc(O)cc2O)cc1	-3	5	-0.5	0.5	-14	4.3	-0.6	-1.5	-1.1	-0.5	-2
CCN(CC)C(=O)c1sc(NC(=O)c2ccncc2)c(C(=O)OC)c1C	-4	4	-1.1	-1.4	1	-1.2	-0.7	-2.2	0.5	-0.2	1
O=C(CSc1ccc(-c2ccc(F)cc2)nn1)N1CCN(c2ccccc2)CC1	-1	3	0.2	4.0	1	-0.2	-1.8	-1.9	-0.2	-1.1	6
COc1ccc(NC(=O)c2cc(C3CCCCN3S(=O)(=O)c3c(C)noc3C)on2)c(C)c1 (stereo unspecified)	-8	-2	1.9	x	-12	-0.6	-1.5	1.6	-0.1	-2.2	-4
COc1cc(/C=N/NC(=O)C2COc3ccccc3O2)ccc1O (stereo unspecified)	7	-12	-1.7	-0.4	6	-0.9	-1.8	-1.6	-0.2	-0.5	-3
CC(=O)N[C@@H](Cc1c[nH]c2ccccc12)C(=O)OCC(=O)Nc1ccc(S(=O)(=O)N(C)C)cc1	-3	-7	-1.3	-0.3	-66	-1.8	-1.8	0.8	-1.2	-0.3	-5
O=C(CC1S/C(=N/N=C/c2cccnc2)NC1=O)Nc1ccccc1 (stereo unspecified)	-1	-6	-1.1	0.3	-17	-1.5	0.5	-1.6	-0.1	-0.2	-2
CCOc1cc(N2CCOCC2)c(OCC)cc1NC(=O)c1ccc(OC)cc1	-1	-8	3.2	-1.1	-1	-0.3	-1.9	-2.3	0.0	-1.2	-4
COc1ccc(C2CC(c3ccccc3)=NN2C(=O)COC(=O)c2cccc(S(=O)(=O)N(C)C)c2)cc1 (stereo unspecified)	8	1	3.6	-1.4	-20	-3.1	-1.1	-1.5	-2.2	-1.0	-2
Cc1cc(C(=O)Nc2cnn(Cc3ccc(Cl)cc3Cl)c2)no1	3	-3	-1.8	0.3	-7	-0.3	-1.8	0.9	0.1	-1.1	-3
CCOC(=O)C1=CCN(S(=O)(=O)c2ccc(F)cc2)C1c1ccccc1 (stereo unspecified)	-1	1	-1.2	x	-1	7.7*	-1.6	1.5	x	0.1	-5
COc1cccc(NC(=O)CCP(C)(=O)O)c1	0	1	1.9	0.3	-3	0.5	-0.6	-1.4	-1.7	0.3	1
O=C1C2CC=CCC2C(=O)N1c1n[nH]c(CCc2ccccc2)n1 (stereo unspecified)	5	1	-1.7	-1.0	6	-0.6	-1.6	-1.1	3.1	0.3	-3
O=S(=O)(c1ccccc1)n1ccc(-c2cnc(-c3ccccc3)s2)n1	8	1	0.7	-0.9	-6	-0.2	-1.0	0.6	3.9	0.3	-1
CN1C(=O)C(=O)N(CC(=O)Nc2ccccc2OC(F)F)C1=O	-7	2	1.2	1.0	-1	-1.0	-1.6	-0.9	0.6	0.4	4
CC(=O)NCCc1nc2ccccc2n1CCOc1cccc(C)c1	-1	-4	0.9	3.6	-5	0.1	-1.3	-0.9	-1.9	-0.1	-2
